mHTT CaM bind = inhibitors of human mutant huntingtin-calmodulin interaction. inhibition, % at 15 µM. P42858. AID 1671202. AlphaScreen His-mHTT/GST-CaM binding, luminescence. 190,000 compounds, 3.6% hits;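 also: 0% = both proteins with DMSO and 100% = one protein alone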
Pf apPOL block = Pf-apPOL DNA polymerase inhibition; Recombinant Pf-apPOL, molecular beacon fluorescence, 1.5 h; inhibition, % at 10 µM; 210,000 compounds, 0.25% hits; AID 1794808
Numbers without * were called inactive; · = no result given; & = joins results of further samples. Rule as the data show it: active = inhibition above about 50%; inactive = the rest. Only part of the results is shown; the hit share may differ from the screen's.

Fields – mHTT CaM bind | Pf apPOL block
Cc1ccccc1NC(=O)NCC1(CO)CC1
  -15 | 11
CCOC(=O)c1c(-c2cccs2)nn(-c2ccc([N+](=O)[O-])cc2)c1-c1ccccc1
  · | -3&-10
Cc1cc(C)c2c(N)c(C(=O)NN=Cc3cn(-c4ccccc4)nc3-c3ccccc3)sc2n1
  · | -5
CC(=O)N1CCc2cc(Br)cc(S(=O)(=O)CCC(=O)NC(C)C)c21
  1 | -6
Cc1cccc(NC(=O)C2CC(=O)N(c3ccc(C(C)C)cc3)C2)n1 (centres undefined)
  -3 | -7
CC1(C)CC(=O)C2=C(C1)Nc1nnnn1C2c1ccc(F)cc1 (centres undefined)
  -7 | -4
Cc1cn(S(=O)(=O)c2cc([N+](=O)[O-])ccc2C)cn1
  -1 | 3
Cc1cccc(NC(=O)CN2CCN(Cc3nc(-c4ccccc4)cs3)CC2)c1C
  -1 | -1
CN(C)c1ccc(NC(=O)c2ccc(Cn3cc([N+](=O)[O-])cn3)cc2)cc1
  75* | -4
Cc1cnn(-c2nc(-c3cccs3)cc(C(F)(F)F)n2)c1
  10 | 4

Shown with each value named: 4 of the compounds above.
> Cc1ccccc1NC(=O)NCC1(CO)CC1
  mHTT CaM bind = -15 | Pf apPOL block = 11

> CCOC(=O)c1c(-c2cccs2)nn(-c2ccc([N+](=O)[O-])cc2)c1-c1ccccc1
  mHTT CaM bind = · | Pf apPOL block = -3&-10

> Cc1cc(C)c2c(N)c(C(=O)NN=Cc3cn(-c4ccccc4)nc3-c3ccccc3)sc2n1
  mHTT CaM bind = · | Pf apPOL block = -5

> CC(=O)N1CCc2cc(Br)cc(S(=O)(=O)CCC(=O)NC(C)C)c21
  mHTT CaM bind = 1 | Pf apPOL block = -6

Later entries.
Fields – mHTT CaM bind | Pf apPOL block
CC1(C)CC(=O)C(N=Nc2ccc(C(F)(F)F)cc2[N+](=O)[O-])=C(O)C1
  · | -10
Cn1cc(SCc2ccc(C(F)(F)F)cc2)c2ccccc21
  -65 | -3
COc1cc(Nc2ccc(C)cc2)c([N+](=O)[O-])nc1[N+](=O)[O-]
  6 | 3
O=C(Cc1c(C(=O)O)[nH]c2ccccc12)NCCC1=CCCCC1
  2 | 3
Cc1cccc(-n2nc3c(c2NC(=O)C24CC5CC(CC(C5)C2)C4)CS(=O)(=O)C3)c1C
  10 | -7
Cc1c2c(n3c(nc4ccccc43)c1C#N)SCC2
  · | -2
O=C1Nc2ccccc2C1=Cc1ccc(CN2C(=O)c3ccccc3C2=O)o1
  · | -6
COc1ccc(OC)c(N2C(=O)C3C4c5ccccc5C(C(=O)O)(c5ccccc54)C3C2=O)c1 (centres undefined)
  -4 | -2
CCc1ccc(N=Cc2cc(Br)ccc2O)cc1
  -2 | 3
COCCN=C1Nc2ccccc2CNC12CCN(C(=O)c1ccc(Cl)cc1OC)C2 (centres undefined)
  14 | 1
CC(C)C(=O)N1CCCc2cc(NC(=O)Nc3cccc(Cl)c3)ccc21
  -6 | 11
C=C(C)C1OC1c1c(OC)ccc2ccc(=O)oc12 (centres undefined)
  · | -6
COc1ccc(C=C2Oc3c(ccc(O)c3CN3CC4CC(C3)c3cccc(=O)n3C4)C2=O)cc1 (centres undefined)
  48 | -5
O=C1C(=Cc2ccncc2)Oc2c1ccc(O)c2CN1CCOCC1
  1 | -13
COc1ccc(Cn2cc(CN3CC=CS3(=O)=O)nn2)cc1
  -15 | -6
CC(=O)Nc1ccc(C(=O)Nc2nc3ccc(S(C)(=O)=O)cc3s2)cc1
  8&4 | 0&-119
O=C(NCc1cccnc1)c1ccc(CSc2ccc(Cl)cc2)cc1
  -1 | -8
Cc1cc(Cl)cc2c1C(=O)C(=Cc1ccccc1O)S2
  · | -21
CC(=O)Nc1ccc(S(=O)(=O)N2CCN(C(=O)c3ccc(Cl)cc3)CC2)cc1
  8 | -14
O=C(O)C1CC(=O)N(Cc2ccc3c(c2)OCO3)C1 (centres undefined)
  · | -24

Arranged by formula weight (smallest number first): some entries from above
Fields – mHTT CaM bind | Pf apPOL block
Cc1cc(Cl)cc2c1C(=O)C(=Cc1ccccc1O)S2
  · | -21
O=C1C(=Cc2ccncc2)Oc2c1ccc(O)c2CN1CCOCC1
  1 | -13
CN(C)c1ccc(NC(=O)c2ccc(Cn3cc([N+](=O)[O-])cn3)cc2)cc1
  75* | -4
Cc1cccc(NC(=O)CN2CCN(Cc3nc(-c4ccccc4)cs3)CC2)c1C
  -1 | -1

The results go on:
Fields – mHTT CaM bind | Pf apPOL block
CC1=C(C(=O)Nc2ccc(C)cc2Cl)C2(CCCCC2)OC1=O
  -10 | 0
CCOc1ccc(-c2[nH]nc3c2C(c2ccncc2)C(C#N)=C(N)O3)c(OCC)c1 (centres undefined)
  22 | -2
COCCCNC(=O)C1(C)CCC(=O)N1CCc1ccc(SC)cc1 (centres undefined)
  4 | -6
COCCN1C(=O)Cc2ccccc2C1C(=O)NCC1CCCCC1 (centres undefined)
  7 | -1
O=C(NCCc1ccccc1)c1cc2nc(-c3cccs3)cc(C(F)(F)F)n2n1
  0 | -86
COc1ccc(NC(=O)Nc2ccc3nc(C)c(C)nc3c2)cc1
  4 | 0
N#Cc1ccccc1NC(=O)CC1Sc2ccc(C(F)(F)F)cc2NC1=O (centres undefined)
  2 | -2
COCc1[nH]nc2c1C(c1cccnc1)C(C#N)=C(N)O2 (centres undefined)
  -3 | 1
COc1cc(OC)cc(C(=O)Nc2ccc3c(=O)cc(-c4ccc(C(C)(C)C)cc4)oc3c2)c1
  4 | -4
CCOC(=O)c1cc(C(N)=S)c(C)nc1C(F)(F)F
  · | 2
Cc1sc(NC(=O)C(c2ccccc2)c2ccccc2)c(C(N)=O)c1C
  1 | -6
Cc1c(Cl)cccc1S(=O)(=O)NCCC1CCN(C(=O)c2ccc(F)cc2)CC1
  51* | -2
COc1ccccc1NC(=O)CC(=O)Nc1ccccc1OC
  -11 | -5
O=C(NCc1ccccc1)c1c[nH]c2ccc(S(=O)(=O)Nc3ccccc3F)cc2c1=O
  32 | -4
CCOc1ccc(NC(=O)c2cn(C)c(=O)c3c2c2ccccc2n3C)cc1
  -1 | -3
COc1ccc(N2CCN(C(=O)c3csc(C)c3C)CC2)cc1
  7 | -2
CCC(=O)Nc1ccc(-c2csc(N)n2)cc1
  25 | 5
Cc1cc(-c2ccc(C=O)o2)ccc1Br
  14 | -6
CC(NC(=O)OC(C)(C)C)C(=O)O (centres undefined)
  · | -6
CC(=O)N(C1=C(N2CCCCC2)C(=O)c2ccccc2C1=O)c1cccc(Cl)c1
  76* | 3

Overlap with the part before: three entries, followed by the next part.
Fields – mHTT CaM bind | Pf apPOL block
Cc1cc(-c2ccc(C=O)o2)ccc1Br
  14 | -6
CC(NC(=O)OC(C)(C)C)C(=O)O (centres undefined)
  · | -6
CC(=O)N(C1=C(N2CCCCC2)C(=O)c2ccccc2C1=O)c1cccc(Cl)c1
  76* | 3
O=S1(=O)c2ccc(N3CCN(Cc4ccccc4F)CC3)cc2Oc2ccccc2CN1Cc1cn(Cc2cccc(F)c2)nn1
  -14 | -2
COc1cccc(NC(=O)CCC2CCN(c3cc(NC4CC4)ncn3)CC2)c1
  16 | -4
CN(C)CC1CN(S(=O)(=O)c2cccs2)CC12CCOCC2 (centres undefined)
  -8 | -4
COc1cccc(CCC(=O)N2CCC(c3nc4cccnc4n3C)C2)c1 (centres undefined)
  -3 | -6
CCSc1ncnc2c1oc1ccccc12
  -20 | 3
COc1ccc(Br)cc1C(=O)Nc1cccc(F)c1
  -5 | -15
CC(=O)N1CCN(c2nc(C3CC3)nc(C)c2Cc2c(F)cccc2Cl)CC1
  31 | 2
Cc1ccccc1CS(=O)(=O)Cc1ccc(C(=O)NC2CCCC2)o1
  7 | -12
Cc1onc(-c2ccccc2)c1CNC(=O)C1CCN(c2nccc(C(F)(F)F)n2)CC1
  · | -7
Cc1ccc(Nc2nccc(C3CCCN(C(=O)Cc4cccs4)C3)n2)cc1 (centres undefined)
  63* | -5
CCCCCCN1C[C@@H](n2cc(C3CC3)nn2)[C@H](O)C[C@@H]1c1ccc(C)cc1
  29 | 5
CCCC12CN3CC(C)(CN(C1)C3c1ccc(OC(C)C)cc1)C2=O (centres undefined)
  0 | -5
CS(=O)(=O)N(CC(=O)Nc1cccc(Br)c1)c1cccc([N+](=O)[O-])c1
  9 | 5
CCOc1cccc2cc(C(=O)NC(C)=O)c(=Nc3ccc(F)cc3)oc12
  2 | -2
Cc1ccccc1NC1=C(N)C(=O)c2ccccc2C1=O
  59* | -8
COc1cc([N+](=O)[O-])ccc1NC(=O)C(C)C
  -4 | -4
O=C1NC(=O)C(c2ccccc2)C1Cc1ccccc1 (centres undefined)
  -3 | -2
Cc1noc(COC2CCCN(C(=O)CCc3c(C)noc3C)C2)n1 (centres undefined)
  -8 | -3
CC(C)(C)c1nnc(-c2cccc([N+](=O)[O-])c2)o1
  5 | 1
Cc1ccc(-n2nc3c(c2NC(=O)c2cccs2)CSC3)c(C)c1
  23 | -8
CC(=O)c1ccc(N=Cc2c(O)cc(C)c(Cl)c2C)cc1
  4 | -2
O=C(Nc1ccc(I)cc1Cl)c1ccc2c(c1)OCCO2
  -7 | -4
CC1CN(CC(O)COC23CC4CC(CC(C4)C2)C3)CC(C)O1 (centres undefined)
  -2 | 5
CC(C)NC(=O)Nc1cccnc1N1CCCCC1
  5 | -8
CCOC(=O)NN=C1CCS(=O)(=O)c2ccc(Cl)cc21
  · | -7
Cc1ccc([N+](=O)[O-])cc1NC(=O)Cn1cnc2c1c(=O)n(C)c(=O)n2C
  1 | 8
Cc1noc(C)c1C(=O)NCC(c1ccccc1)c1c[nH]c2ccccc12 (centres undefined)
  · | -9
COc1ccc(OC)c(NC(=O)CSc2nncn2-n2cccc2)c1
  -8 | -2
CC(C)(C)c1ccc(C(=O)n2nnc3ccccc32)cc1
  26 | 1
Cc1c(C(=O)N2CC(C)OC(C)C2)sc2nc(-c3ccccc3)cn12 (centres undefined)
  16 | -3

Profiles as entered above. Order of values: mHTT CaM bind, Pf apPOL block
CC(C)(C)c1ccc(C(=O)n2nnc3ccccc32)cc1 is listed with 26, 1
CC(=O)c1ccc(N=Cc2c(O)cc(C)c(Cl)c2C)cc1 is listed with 4, -2
Cc1c(C(=O)N2CC(C)OC(C)C2)sc2nc(-c3ccccc3)cn12 (centres undefined) is listed with 16, -3
Cc1ccc([N+](=O)[O-])cc1NC(=O)Cn1cnc2c1c(=O)n(C)c(=O)n2C is listed with 1, 8
COc1ccc(OC)c(NC(=O)CSc2nncn2-n2cccc2)c1 is listed with -8, -2

The results go on.
Fields – mHTT CaM bind | Pf apPOL block
Cc1ccc2nc(NC(=O)CSc3nnc(CNC(=O)c4ccco4)o3)sc2c1
  -2 | 8
COc1ccc(C2C(=O)N(C3CCCC3)CC(=O)N2C2CCCc3ccccc32)cc1 (centres undefined)
  8 | -11
O=C(NCc1cccc(C(F)(F)F)c1)c1cc([N+](=O)[O-])nn1Cc1ccccc1
  2 | -7
CSc1ccc(/C=C2\C(=O)Nc3ccc(Br)cc32)cc1
  39 | 3
COC(=O)c1cccc(NC(=O)N2CC3CC2CC3NS(=O)(=O)c2ccccc2)c1 (centres undefined)
  0 | -2
COc1cccc(C2NC(=O)N(C)C3=C2C(=O)N(C2CCCCC2)C3)c1 (centres undefined)
  12 | 2
CCS(=O)(=O)N1CCC(C(=O)NCCN2C(C)CCCC2C)CC1 (centres undefined)
  -8 | 4
O=C(NC1CCCC1)c1cccnc1N1CCSCC1
  -3 | 2
Cn1c(NCc2cccnc2)nc2c1c(=O)n(Cc1ccccc1F)c(=O)n2C
  23 | -3
COc1ccccc1-n1c(SC)nc2c(c1=O)SCC2
  -4 | 2
CSc1cccc2sc(NC(=O)c3cc(C)oc3C)nc12
  -8 | 0
CN(C)c1ccc(C(=O)N2CCN(Cc3ccc4c(c3)OCO4)CC2)cc1
  18 | -3
Cc1nc2c(C(=O)NC3CCCCC3)cnn2c(C)c1Cc1ccc(F)cc1
  -1 | 24
CCN(CCCNC(=O)c1cc(-c2cccnc2)nc2ccccc12)c1ccccc1
  14 | -6
CCC(=O)NC(c1ccc(Cl)cc1)c1ccc2cccnc2c1O (centres undefined)
  100* | -3&3
O=C(Nc1ccc(-c2ccn[nH]2)cc1)c1cc(=O)c2ccccc2o1
  7 | -5
CC(NC(=O)c1ccccn1)c1ccc(-c2ccccc2)cc1 (centres undefined)
  8 | -4
COCCN1C(=O)C(=O)C(=C(O)c2ccc(Cl)cc2)C1c1ccc(C)cc1 (centres undefined)
  -7 | -2
FC(F)(F)Oc1ccc(N=Cc2ccc[nH]2)cc1
  -5 | ·
COCCCN1C(=O)C(=O)C(=C(O)c2ccc(C)cc2)C1c1cccc(Cl)c1 (centres undefined)
  -7 | -1
